Source: PubChem
TRPC6 inhibitor: mouse TRPC6 channel inhibition; hit rate 1.1% among 310,000; B-score at 10 µM; Q61143; HEK293-TRPC6, membrane potential dye, ACh-evoked depolarization; stronger effect = lower value;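 active = B-score under library mean minus 3 SD, initial fluorescence not abnormally high, positive integrated signal ratio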;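 note: B-score derived from integrated fluorescence ratio over the kinetic read; more negative B-score means stronger inhibition of depolarization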
RGS4 inh: human RGS4 inhibition | P49798 | HEK293 M3R/RGS4 inducible, Fluo-4 calcium flux; stronger effect = higher value; triggered by carbachol at its EC20 | B-score at 10 µM | hit rate 0.45% among 310,000 | AID 463165;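 active = B-score, a plate-corrected calcium signal, over three deviations above library mean, with baseline fluorescence within five deviations of library mean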;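 note: RGS4 expression induced by doxycycline in cells with stable M3 receptor; B-score is computed from the integrated fluorescence ratio over baseline after carbachol; higher B-score means a larger calcium signal and so more RGS4 inhibition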
Target sequence (P49798 whole entry, looked up): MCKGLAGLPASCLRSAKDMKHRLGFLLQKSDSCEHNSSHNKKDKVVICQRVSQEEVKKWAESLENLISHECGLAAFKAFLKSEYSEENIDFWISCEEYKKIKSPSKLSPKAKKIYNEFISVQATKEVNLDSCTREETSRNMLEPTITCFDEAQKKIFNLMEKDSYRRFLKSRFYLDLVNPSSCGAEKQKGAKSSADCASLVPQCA
SKKanGAS inh: blocks kanamycin growth of S. pyogenes SKKanGAS strain; BacTiter-Glo, 6 h; inhibition, % at 7.5 µM; hit rate 1.3% among 300,000;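 active = mean replicate score, as percent of positive control median, at least 50; inconclusive = mean below 50 but one replicate at or above 50; inactive = mean and every replicate below 50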;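 note: strain carries kanamycin resistance gene driven by streptokinase promoter and grows in 40 µg/ml kanamycin; loss of luminescence reflects streptokinase promoter inhibition or plain growth inhibition; 0% = median of DMSO wells and 100% = positive control at its reference dose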
RGS4 act: potentiators or activators of RGS4 | HEK293 M3R/inducible RGS4, carbachol calcium flux Fluo4; stronger effect = lower value | B-score at 10 µM | hit rate 0.92% among 310,000 | AID 463111;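 active = B-score of the integrated calcium signal more than 4 SD below the library mean, with starting fluorescence not abnormally high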;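 note: negative B-score means reduced calcium response which marks RGS4 activation or potentiation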
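Material: M3R-expressing HEK293 line, RGS4 induced by doxycycline | Schedule: Overnight RGS4 induction, 30 min dye load 37 °C, 20 min compound RT | Measured by: Fluo4 fluorescence kinetic imaging of calcium | Read-out: Integrated calcium ratio converted to B score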
TRPC6 activator: activates the mouse TRPC6 cation channel; HEK293-TRPC6 membrane potential dye fluorescence; stronger effect = higher value; B-score at 10 µM; Q61143; hit rate 0.13% among 310,000; AID 2550;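 active = B-score of the integrated fluorescence ratio above library mean plus 3 SD, and starting fluorescence ratio within library mean plus 5 SD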;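 note: higher score means more depolarization so channel activation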
TMEM16A act: activators or potentiators of mouse TMEM16A chloride channel; HEK293 TMEM16A/YFP-H148Q/I152L, iodide quench fluorescence; stronger effect = lower value; B-score at 10 µM; hit rate 0.3% among 340,000; AID 623877;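 active = fluorescence-ratio B-score plate-corrected deviation score at least 3 library SD below zero, with starting fluorescence score within 5 deviations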;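 note: channel opened by trigger with iodide after compound preincubation; score built on the fluorescence ratio of max minus min over baseline; more negative score means more quench and so TMEM16A activation or potentiation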
HDAC3 inh: blocks human histone deacetylase 3. O15379. recombinant HDAC3, fluorogenic peptide/trypsin coupled, fluorescence. inhibition, % at 8.3 µM. hit rate 0.15% among 320,000. AID 2718; in the data active = inhibition above about 26%, passing the limit was not always enough; inconclusive = no clear call, values can overlap the other calls
Target sequence (O15379 whole entry, looked up): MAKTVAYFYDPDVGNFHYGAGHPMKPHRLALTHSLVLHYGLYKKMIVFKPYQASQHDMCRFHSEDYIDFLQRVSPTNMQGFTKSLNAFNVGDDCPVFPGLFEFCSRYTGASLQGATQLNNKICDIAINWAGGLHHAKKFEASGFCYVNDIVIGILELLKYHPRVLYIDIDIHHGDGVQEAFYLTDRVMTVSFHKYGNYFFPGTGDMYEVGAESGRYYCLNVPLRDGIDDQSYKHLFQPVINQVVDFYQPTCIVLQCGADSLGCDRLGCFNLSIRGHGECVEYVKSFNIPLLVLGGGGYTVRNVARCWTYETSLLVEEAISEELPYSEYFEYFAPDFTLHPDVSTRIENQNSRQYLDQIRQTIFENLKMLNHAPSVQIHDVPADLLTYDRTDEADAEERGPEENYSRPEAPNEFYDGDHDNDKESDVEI
TMEM16A inh: inhibitors of mouse TMEM16A calcium-activated chloride channel | HEK293 TMEM16A/YFP iodide influx fluorescence, ionomycin | hit rate 1.2% among 310,000 | Q8BHY3 | normalized B-score (activity score, 25-100; higher = stronger inhibition) at 10 µM;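 active = ratio plate-corrected score three or more library SD toward inhibition, starting fluorescence score within five deviations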;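 note: score derived from kinetic fluorescence span divided by baseline fluorescence per well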
MrgX1 allo act: human MrgX1 positive allosteric modulation, primary screen | Q96LB2 | MrgX1-HEK293, Fluo-4 calcium flux, FDSS; stronger effect = higher value | B-score at 10 µM | hit rate 0.63% among 310,000 | AID 588675;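 active = plate-corrected calcium response at least 3 library SD above typical, normal starting fluorescence, not activating the receptor alone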;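 note: compound read alongside a low EC10 to EC30 dose of BAM8-22 agonist; peak minus trough fluorescence over baseline measured at the second addition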
Target sequence (Q96LB2 whole entry, looked up): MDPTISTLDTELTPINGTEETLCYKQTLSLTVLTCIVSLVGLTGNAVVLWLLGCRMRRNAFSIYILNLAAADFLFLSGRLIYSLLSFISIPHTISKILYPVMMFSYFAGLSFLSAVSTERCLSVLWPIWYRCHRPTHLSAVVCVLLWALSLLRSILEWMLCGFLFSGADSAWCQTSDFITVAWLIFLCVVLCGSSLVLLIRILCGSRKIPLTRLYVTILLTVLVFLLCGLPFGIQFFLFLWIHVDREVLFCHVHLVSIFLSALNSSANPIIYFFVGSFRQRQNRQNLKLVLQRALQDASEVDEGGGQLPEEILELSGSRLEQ
MrgX1 agonist: human MrgX1 receptor agonism, primary screen; B-score at 10 µM; hit rate 0.44% among 310,000; MrgX1-HEK293 cells, Fluo-4 calcium fluorescence, agonist mode; stronger effect = higher value; AID 588627;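 active = calcium response B-score plate-corrected fluorescence ratio at least 3 library SD, with starting fluorescence B-score inside 5 SD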
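Assay system: stable human MrgX1 HEK293 cell line. Quantity: 15,000 cells per well. Schedule: cells plated overnight, dye loaded 0.5 h 37 °C, 0.5 h room temperature. Detection: Fluo-4 NW calcium-flux fluorescence, kinetic read. Read-out basis: peak-minus-minimum fluorescence over baseline, converted to B scores. Control set: positive and negative control wells on each plate.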
MrgX1 antagonist: antagonists of human MrgX1 receptor; Q96LB2; MRGX1-HEK293 calcium flux, Fluo-4, BAM8-22 antagonism; stronger effect = lower value; B-score at 10 µM; hit rate 1.3% among 310,000; AID 588676;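 active = calcium-response B-score plate-corrected more than 3 library SD below zero, starting fluorescence within 5 deviations, no agonist response on first addition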;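 note: peak minus trough fluorescence over baseline after final BAM8-22 challenge near maximal dose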
Numbers without * were called inactive; i = inactive; u = inconclusive; x = not tested or not shown.

SMILES	TRPC6 inhibitor	RGS4 inh	SKKanGAS inh	RGS4 act	TRPC6 activator	TMEM16A act	HDAC3 inh	TMEM16A inh	MrgX1 allo act	MrgX1 agonist	MrgX1 antagonist
CC(=O)c1ccc(N2CCN(C(=O)c3ccc(Cn4c(=S)[nH]c5ccc(N6CCOCC6)cc5c4=O)cc3)CC2)cc1	i	i	18	i	i	i	-10	i	i	i	i
Cc1ccc(S(=O)(=O)N2CCCCC2)cc1NC(=O)c1ccc2ccccc2n1	i	i	0	i	i	i	3	i	i	i	i
Cc1nnsc1C(=O)NNC(=O)Nc1ccccc1	i	i	5	i	i	i	5	i	i	i	i
Cc1ccccc1NS(=O)(=O)c1ccc(OCCNS(C)(=O)=O)cc1	i	i	2	i	i	i	-3	i	i	i	i
N#Cc1cccc(S(=O)(=O)NCC(=O)OCC(=O)c2ccc[nH]2)c1	i	i	0	i	i	i	2	i	i	i	i
COc1ccc(C(=O)Nc2c(N)nc(SCC(=O)Nc3ccc(NC(C)=O)cc3)[nH]c2=O)cc1OC	i	i	-1	i	i	i	0	i	i	i	i
CC1CCc2sc(C(=O)N3CCN(c4ncccn4)CC3)cc2C1 (stereo not drawn)	i	i	7	i	i	i	-2	i	i	i	i
Cc1ccc(N=C2C(=O)Nc3ccc(Br)cc32)cc1	i	i	2	i	i	i	4	i	i	i	i
CCOC(=O)C1CN(S(=O)(=O)c2ccccc2)c2cc(S(=O)(=O)CC)ccc2O1 (stereo not drawn)	i	i	0	i	i	i	-5	i	i	i	i
CNC(=O)/C(=C/c1ccc2c(c1)OCO2)NC(=O)c1ccc(Br)cc1	i	i	3	i	i	i	5	i	i	i	i
CCc1ccc(N(C(=O)c2snc(C(N)=O)c2N)C(C(=O)NC2CCCC2)c2ccncc2)cc1 (stereo not drawn)	i	i	-1	i	i	i	-9	i	i	i	i
COc1ccc(/C=C2\SC(=S)N(CCC(=O)N3CCCCC3)C2=O)cc1	i	i	-1	i	i	i	4	i	i	i	i
CCN(CC)CCN(C(=O)CN1C(=O)c2ccccc2C1=O)c1nc2cc3c(cc2s1)OCO3	-8.7*	i	29	i	i	i	17	i	i	i	i
O=C(NCC(=O)N1CCCCCC1)c1ccc(Br)cc1	i	i	-3	i	i	i	0	i	i	i	i
O=C(NC1CCCc2ccccc21)C1CCN(S(=O)(=O)c2cnc[nH]2)CC1 (stereo not drawn)	i	i	4	i	i	i	2	i	i	i	i
CCCC12CN3CC(C)(CN(C1)C31C(=O)Nc3ccc(C)cc31)C2=O (stereo not drawn)	i	i	-1	i	i	i	-7	i	i	i	i
O=C(COc1ccc2ccccc2c1Br)NCc1ccccn1	i	i	15	i	i	i	5	i	i	i	i
Cc1ccccc1CSc1nnc(-c2ccccc2)c(=O)[nH]1	i	i	16	i	i	i	-1	i	i	i	i
CC(=O)c1ccc(N2CCN(C(=O)Cn3cnc(S(=O)(=O)N4CCCCC4)c3)CC2)cc1	i	i	-8	i	i	i	x	i	i	i	i
CCc1ccc(NC(=O)c2ccc(F)c(S(=O)(=O)N(CC)c3ccccc3)c2)cc1	i	i	10	i	i	i	-1	i	i	i	i
Nc1nnn(CC(=O)N/N=C/c2ccco2)n1	i	i	4	i	i	i	0	i	i	i	i
Cn1nc(-c2ccccc2)c(CSc2cccc(Cl)c2)c1Cl	i	i	62*	i	i	i	-5	i	i	i	i
COc1ccc(CSc2nnc(C)n2N)cc1Br	i	i	-1	i	i	i	u	i	i	i	i
O=C(COC(=O)c1ccccc1NC(=O)c1ccccc1)c1ccc([N+](=O)[O-])cc1	i	i	0	i	i	i	2	i	i	i	i
Cc1cc(S(=O)(=O)N2CCOCC2)ccc1OCC(=O)NCc1ccccn1	i	i	4	i	i	i	4	i	i	i	i
Nc1c(NCCc2ccccc2)c2ccccc2oc1=O	i	i	3	i	i	i	3	i	i	i	i
O=C(CCNS(=O)(=O)c1cccs1)NCc1ccco1	i	i	-6	i	i	i	1	i	i	i	i
COc1ccc2c(c1OC)C(=O)N(c1nccs1)C2	i	i	2	i	i	i	2	i	i	i	i
COc1ccc(NC(=O)C(NS(=O)(=O)c2cccs2)C(C)C)cc1Cl (stereo not drawn)	i	i	21	i	i	i	5	i	i	i	i
O=[N+]([O-])c1cccc(C2=NC(c3ccccc3)CO2)c1 (stereo not drawn)	i	i	6	i	i	i	4	i	i	i	i
O=C(NCCN1CCOCC1)c1ccc(/C=C2\Sc3ccccc3N(Cc3ccccc3F)C2=O)cc1	i	i	10	i	i	i	6	i	i	i	i
COc1ccccc1C(=O)N1CCN(Cc2ccc3c(c2)OCO3)CC1	i	i	-3	i	i	-14*	-5	i	i	i	i
COC(=O)c1ccc(C2c3[nH]c4ccccc4c3C[C@H]3C(=O)N(C)CC(=O)N23)cc1 (stereo partly drawn)	i	i	11	i	i	x	3	i	i	i	i
O=C(OCC(=O)N1CCCC1=O)c1cc(Cl)ccc1O	i	i	-4	i	i	i	-4	i	i	i	i
Cc1ccc(NC(=O)c2ccc3ccccc3n2)cc1S(=O)(=O)N(C)C	i	i	4	i	i	i	5	i	i	i	i
C/C(CCc1ccc2c(c1)OCO2)=N\NC(=S)NC(C)C	i	i	4	i	i	i	0	i	i	i	i
O=C(Oc1ccc2c3c(c(=O)oc2c1)CCCC3)c1ccco1	i	i	6	i	i	i	-4	i	i	i	i
Cc1cccc(OCCC(=O)Nc2ccc(S(=O)(=O)N3CCCC3)cc2)c1	i	i	-5	i	i	i	-2	i	i	i	i
N/C(=N\O)c1ccc(N2CCN(c3ncccc3C(F)(F)F)CC2)nc1	i	i	-1	i	i	i	u	i	i	i	i
Cc1nc2cc(C(F)(F)F)ccc2n1C1CCN(CC(=O)NC(C)(C)C)CC1	i	i	0	i	i	i	1	i	i	i	i
CC[C@@H]1[C@H]2CCCC(=O)N3CC[C@@H](C[C@H]1O)[C@@H]23	i	i	5	i	i	i	-1	i	i	i	i
O=C(NC(=S)NCc1ccccc1)c1ccccc1F	i	i	1	i	i	i	-3	i	i	i	i
COc1ccc(OCC(=O)NNC(=S)NC(=O)C2CCCCC2)cc1	i	i	64*	i	i	i	2	i	i	50*	i
Cc1cc(N2CCCCC2)n2nc(C)c(-c3ccccc3)c2n1	i	i	-7	i	i	i	2	i	i	i	i
COc1cc(CC(NC(C)=O)C(=O)NC2CCN(c3c(Cc4ccccc4)c(C)nc4ncnn34)CC2)cc(OC)c1 (stereo not drawn)	i	i	-2	i	i	i	-5	i	i	i	i
Cc1ccccc1C(=O)Nc1sc2c(c1C(=O)O)CCC2	i	i	13	i	i	i	0	i	i	i	i
CCn1c(-c2cccc(Br)c2)n[nH]c1=S	i	i	-1	i	i	i	2	i	i	i	i
CCC1CCCCN1S(=O)(=O)c1ccccc1[N+](=O)[O-] (stereo not drawn)	i	i	-18	i	i	i	-1	i	i	i	i
CC(CCc1ccccc1)NC(=O)N1CCOCC1 (stereo not drawn)	i	i	-4	i	i	i	4	i	i	i	i
O=C(OCC(=O)N1CCCCCC1)c1n[nH]c(=O)c2ccccc12	i	i	-3	i	i	i	2	i	i	i	i

Next entries:
SMILES	TRPC6 inhibitor	RGS4 inh	SKKanGAS inh	RGS4 act	TRPC6 activator	TMEM16A act	HDAC3 inh	TMEM16A inh	MrgX1 allo act	MrgX1 agonist	MrgX1 antagonist
Clc1ccc2c(c1)-c1[nH]ncc1CS2	i	i	18	i	i	i	-3	i	i	i	i
O=C(Oc1ccccc1C(=O)Oc1ccccc1)c1cccnc1	i	i	3	i	i	i	2	i	i	i	i
Cc1cc(C)cc(C(=O)N2CC(=O)Nc3ccccc32)c1	i	i	-2	i	i	i	-4	i	i	i	i
COc1ccc(C(=O)N/C(=C\c2ccc3c(c2)OCO3)C(=O)NCCc2nc3ccccc3[nH]2)cc1	i	i	-3	i	i	i	2	i	i	i	i
COc1ccc(CN(C)CC(=O)NC(C)c2ccccc2)c(OC)c1 (stereo not drawn)	i	i	5	i	i	i	6	i	i	i	i
Cc1cc(=O)[nH]c2c(C)cc(S(=O)(=O)NCc3ccccc3)cc12	i	i	1	i	i	i	6	i	i	i	i
CCn1cc(C(=O)O)c(=O)c2cnc(N3CCN(C(=S)NC(=O)c4ccccc4Cl)CC3)nc21	i	i	22	i	i	x	-5	i	i	i	i
COc1ccc(OCc2cc(C(=O)N(C)Cc3nccn3C)no2)c2ccccc12	i	i	9	i	i	i	-18	i	i	i	i
COc1cc(OC)cc(C(=O)NCC2CCCN(Cc3cccc(C(C)=O)c3)C2)c1 (stereo not drawn)	i	i	-2	i	i	i	11	i	i	i	i
COc1ncnc(-c2ccccc2)c1-c1ccccc1	i	i	4	i	i	i	7	i	i	i	i
O=C(O)c1ccccc1C(=O)NCc1ccc(F)cc1	i	i	1	i	i	i	-2	i	i	i	i
C=CCn1c2ccccc2c2nnc(SC(CC)C(=O)Nc3nc(C)c(C(=O)OCC)s3)nc21 (stereo not drawn)	i	i	37	i	i	i	-1	i	i	i	i
CCOC(=O)N1CCC(n2c(SCC(=O)Nc3ccccc3OC)nc3ccccc3c2=O)CC1	i	i	17	i	i	i	-2	i	i	i	i
CC(C)CC(CO)N1CCN(C(=O)c2ccc(C(C)(C)C)cc2)CCC1=O (stereo not drawn)	x	x	x	x	x	i	-8	i	i	i	i
COc1cc(C(=O)Nc2ccncc2)c([N+](=O)[O-])cc1OC	i	i	-6	i	i	i	8	i	i	i	i

Hits appear at their usual frequency; 6.7% or so of the library scored in one or more.
